Source: PubChem BioAssay (several laboratories)
Redox H2O2 prof: compounds producing H2O2 with reducing agent – biochemical, NIH compound library profiling, artefact control for MLSCN library redox annotation, primary screen; 200,000 compounds, 0.03% hits; activation, % at 10 µM; DTT-dependent redox cycling H2O2, phenol red/HRP absorbance; 100% = 100 µM peroxide control, 0% = buffer;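 active = activation of at least 50% relative to the plate's high and low controls in the primary single-dose screen; inactive = activation below 50%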;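 also: compound incubated with DTT at 0.8 mM final as the reducing agent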
ROMK mod: human ROMK K+ channel modulation, primary screen; P48048; 130,000 compounds, 2% hits; B-score at 10 µM; Tet-inducible ROMK, thallium flux fluorescence; actives lie on both sides;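 active = signal ratio slope over the read window, or its plate-corrected B-score, at least 3 SD from the plate mean, either direction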;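 also: B-score of the F/F0 ratio slope over 7 to 12 s after thallium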
Target sequence (P48048 whole entry, looked up): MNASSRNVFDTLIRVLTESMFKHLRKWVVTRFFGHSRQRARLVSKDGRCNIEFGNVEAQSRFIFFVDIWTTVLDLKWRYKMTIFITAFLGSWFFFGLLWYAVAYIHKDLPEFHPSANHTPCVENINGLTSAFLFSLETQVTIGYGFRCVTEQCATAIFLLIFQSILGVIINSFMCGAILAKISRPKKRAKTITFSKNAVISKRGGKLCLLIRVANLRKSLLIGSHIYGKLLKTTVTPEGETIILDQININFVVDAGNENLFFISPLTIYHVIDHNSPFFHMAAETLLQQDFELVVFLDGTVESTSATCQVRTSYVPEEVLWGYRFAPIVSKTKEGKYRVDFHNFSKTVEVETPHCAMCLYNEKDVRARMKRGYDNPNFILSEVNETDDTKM
PPARg SRC-2 ag: promotes SRC-2 coactivator recruitment by human PPARgamma | P37231 | PPARgamma LBD-SRC-2 recruitment, biochemical | activation, % at 8 µM | 200,000 compounds, 0.34% hits | AID 1032; in the data active = activation above about 22%;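 also: 0% = vehicle and 100% = reference agonist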
Target sequence (P37231 whole entry, looked up, the tested form may be a part): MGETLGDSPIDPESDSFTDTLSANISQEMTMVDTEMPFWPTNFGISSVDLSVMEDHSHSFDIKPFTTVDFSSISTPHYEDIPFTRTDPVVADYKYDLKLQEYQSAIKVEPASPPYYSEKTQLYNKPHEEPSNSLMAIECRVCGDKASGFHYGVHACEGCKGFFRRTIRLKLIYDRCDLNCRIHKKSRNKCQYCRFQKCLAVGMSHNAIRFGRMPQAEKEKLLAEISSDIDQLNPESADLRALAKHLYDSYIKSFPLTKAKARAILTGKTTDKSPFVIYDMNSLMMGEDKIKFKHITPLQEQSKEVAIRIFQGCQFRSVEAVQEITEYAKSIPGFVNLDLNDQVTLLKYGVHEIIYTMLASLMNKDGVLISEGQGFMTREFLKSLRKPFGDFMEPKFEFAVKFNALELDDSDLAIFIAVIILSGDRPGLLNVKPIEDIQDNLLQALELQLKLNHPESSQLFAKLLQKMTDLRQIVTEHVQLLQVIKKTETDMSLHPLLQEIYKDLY
bIAP activator: increases bovine intestinal alkaline phosphatase activity | purified bovine IAP, CDP-star luminescence, 30 min; stronger effect = higher value; fold of DMSO-control signal, blank-subtracted | activation factor at 20 µM | 200,000 compounds, 0.17% hits | AID 1016;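 active = activation factor of 2 or more at 20 µM, a signal rise over negative controls twice the positive control's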
Lmaj promast: reduces viability of Leishmania major promastigotes. inhibition, % at 10 µM. 200,000 compounds, 9% hits. resazurin fluorescence viability; in the data active = inhibition above about 50%;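 also: promastigotes grown with compound for 44 hours at 28 °C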
bIAP inh: intestinal alkaline phosphatase (bovine) inhibition; 190,000 tested, under 10 active; purified bovine IAP, CDP-star luminescence, 30 min; AID 1019; inhibition, % at 20 µM;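 active = over 50% inhibition of intestinal alkaline phosphatase at 20 µM in the single-dose screen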
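Incubation: 30 min reaction at room temperature / Material: purified bovine intestinal alkaline phosphatase (IAP) enzyme / Input: enzyme at 1/65,000,000 dilution / Dosing: 20 µM single dose / Signal: CDP-star luminescence signal / Reagent: CDP-star chemiluminescent phosphatase substrate, 30 µM final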
S1P3 antag: antagonists of human S1P3 receptor; Q99500; CHO S1P3 NFAT-BLA reporter, FRET fluorescence, antagonist mode; inhibition, % at 4.98 µM; 170,000 compounds, 0.27% hits;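 active = inhibition above the plate cutoff, the mean inhibition of test wells on that plate plus 3 SD, cut at about 28% in these data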;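 also: cells challenged with S1P at its EC80 of 0.8 µM; blue over green emission ratio from cleaved BLA substrate after 4 h stimulation; 0% = S1P-stimulated wells and 100% = unstimulated DMSO-only wells; some compounds past the cut are filed as inactive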
PPARg SRC3 recr: agonists of human PPARgamma SRC-3 coactivator recruitment. P37231. biochemical PPARgamma/SRC-3 coactivator recruitment assay. activation, % at 8 µM. 200,000 compounds, 0.26% hits. AID 731; in the data active = activation above about 23%;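 also: 0% = DMSO and 100% = reference agonist; some compounds past the cut are filed as inactive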
PPARg SRC-1 ag: PPARgamma-driven SRC-1 recruitment agonism. P37231. PPARgamma-SRC-1 coactivator recruitment biochemical assay. activation, % at 8 µM. 200,000 compounds, 0.41% hits. AID 631; in the data active = activation above about 19%;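 also: 0% = DMSO and 100% = reference agonist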
SRC2 TRFRET art: flags TR-FRET format artefacts in PPARgamma SRC-2 recruitment agonist screen. TR-FRET ratio at 8 µM. 200,000 compounds, 0.4% hits. TR-FRET artefact counter-screen; stronger effect = higher value; in the data active = TR-FRET ratio above about 2000; also: inactives centre near 1500; reference of the scale not given here
TLR4 MyD88 comp: inhibitors of human TLR4-MyD88 binding; O00206+Q99836; HeLa CL3-4 TLR4/MyD88 BLA complementation, FRET ratio; inhibition, % at 8.4 µM; 200,000 compounds, 0.18% hits; in the data active = inhibition above about 25%;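 also: 0% = vehicle and 100% = reference inhibitor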
Numbers without * were called inactive; · = no result given.

| smiles | bIAP inh | S1P3 antag | Lmaj promast | TLR4 MyD88 comp | Redox H2O2 prof | PPARg SRC-2 ag | bIAP activator | ROMK mod | SRC2 TRFRET art | PPARg SRC3 recr | PPARg SRC-1 ag |
| --- | --- | --- | --- | --- | --- | --- | --- | --- | --- | --- | --- |
| c1ccc(CNc2nc(CN3CCOCC3)nc3scc(-c4ccccc4)c23)cc1 | 7 | 1 | 24 | -2 | 0.1 | 10 | 0.9 | -1.7 | 1588 | -1 | -2 |
| CC(C)C(=O)NCCn1ccc2ccccc21 | 14 | 4 | -2 | -5 | 0.0 | 2 | 0.9 | · | 1656 | -2 | 2 |
| C=CCn1c(N)c(C(=O)OCCC)c2nc3ccccc3nc21 | -6 | 34 | 100* | -3 | 0.2 | 8 | 1.1 | -0.89 | 1755 | 0 | -2 |
| CCN1C(=O)CS/C1=N\S(=O)(=O)c1ccc(C)cc1 | -5 | -27 | 13 | 2 | -1.0 | 6 | 1 | 0.38 | 1891 | 9 | 4 |
| C/C(=N\NC(=O)C1CC1(c1ccccc1)c1ccccc1)c1cccc([N+](=O)[O-])c1 (stereo not given) | · | -10 | 60* | -11 | -0.6 | 4 | 0.3 | -0.094 | 1719 | 2 | 10 |
| CC1(C)C(=O)OC(C(=O)c2ccccc2)C(C)(C)C1=O (stereo not given) | 10 | 13 | -8 | -1 | 0.1 | 5 | 0.9 | · | 1570 | 4 | 3 |
| COCCNC(=O)CSc1nnc2c(Cl)cc(Cl)cn12 | 4 | · | -4 | 1 | 0.9 | 2 | 1 | · | 1669 | 8 | 2 |
| O=C(COC(=O)c1ccc2c(c1)OCO2)NCc1ccc2c(c1)OCO2 | 16 | · | -6 | -4 | 0.3 | 4 | 0.8 | -1.3 | 1465 | -12 | 7 |
| O=C(C1CCN(S(=O)(=O)N2CCOCC2)CC1)N1CCN(c2ccccc2)CC1 | 6 | -30 | -5 | 5 | 1.8 | 5 | 0.9 | · | 1499 | 8 | 12 |
| CCc1ccc(S(=O)(=O)Nc2cc(SCC(=O)O)c(O)c3ccccc23)cc1 | 20 | -9 | 99* | 4 | -0.7 | -3 | 0.8 | 0 | 1332 | -3 | -6 |
| O=Cc1c(N2CCCCC2)nc2ccccn2c1=O | 1 | -10 | -5 | 10 | -1.1 | -9 | 1 | 0.24 | 1431 | -5 | 0 |
| COc1cc(OC)c(C(=O)NCCCn2ccnc2)cc1OC | -2 | 0 | -6 | 2 | -0.5 | -14 | 1 | 0.14 | 1631 | 0 | 5 |
| O=C(Nc1ccc(Cl)c([N+](=O)[O-])c1)c1cnccn1 | 10 | -7 | 83* | 4 | 0.2 | -12 | 0.9 | · | 1543 | -1 | 0 |
| C/C(=N\NC(=O)C1COc2ccccc2O1)c1cccs1 (stereo not given) | 6 | · | -2 | 7 | 0.8 | -5 | 0.9 | · | 1468 | -6 | 2 |
| COC(=O)c1cc(N2C(=O)C3C(C2=O)C2(C)C=CC3(C)O2)ccc1Cl (stereo not given) | 3 | -12 | -1 | -13 | -0.8 | 3 | 1 | · | 1438 | -7 | 3 |
| CCn1nc(C(=O)NCCc2ccc(S(N)(=O)=O)cc2)c2ccccc2c1=O | 11 | -6 | 1 | -8 | 0.6 | 0 | 0.9 | -0.18 | 1512 | -4 | -6 |
| CN(Cc1cc(=O)n2ccsc2n1)c1ccccc1 | 6 | -3 | 3 | 0 | 0.4 | -18 | 0.9 | · | 1493 | -3 | 2 |
| CSc1nc(N)nc(SCC(=O)c2ccc(C)cc2)c1C#N | 15 | 2 | -1 | -3 | -0.3 | 1 | 0.9 | · | 1521 | -1 | 0 |
| CC(Oc1cccc2c1OC(C)(C)C2)C(=O)O (stereo not given) | 12 | · | -7 | 9 | 0.8 | 7 | 0.9 | 0.63 | 1454 | -8 | -6 |
| CCN(CCCNC(=O)CCn1c(=O)[nH]c2ccsc2c1=O)c1ccccc1 | -7 | -2 | -6 | 16 | 0.0 | 1 | 1.1 | -0.14 | 1585 | 3 | 2 |
| CCOc1ccccc1CN1CCN(Cc2cc3ccccc3[nH]2)CC1CCO (stereo not given) | -1 | -2 | 24 | 15 | -0.9 | -3 | 1 | -2 | 1714 | 0 | 2 |
| N#CC1=C(N)N(c2ccccc2)C(c2ccccc2)C1(C#N)C#N (stereo not given) | 21 | · | 13 | -7 | 0.9 | 6 | 0.8 | -3* | 1318 | -1 | -4 |
| Cc1sc2c(c1C)c(=O)n(-c1ccc(F)cc1)c(=O)n2CC(=O)NCc1ccco1 | 1 | · | -4 | -8 | 2.1 | -4 | 1 | · | 1542 | 0 | -4 |
| CCCNC(=O)NC1CCCCCCC1 | -5 | -11 | -2 | -6 | -1.7 | 13 | 1.1 | 0.052 | 1640 | 6 | 8 |
| CCOC(=O)c1cnn(-c2ccccn2)c1N | 1 | -13 | -1 | 9 | 1.6 | -3 | 1 | · | 1597 | 9 | -1 |
| CC(C)Cn1c(O)c(N=NC(=O)c2cccc(S(=O)(=O)N3CCCCC3)c2)c2ccccc21 | 33 | -19 | 30 | -18 | -0.4 | 9 | 0.7 | -0.63 | 1529 | 1 | 5 |
| Cc1cc(N2CCN(C)CC2)nc2ccc(NC(=S)NCCCN3CCN(C)CC3)cc12 | 3 | -6 | 3 | 2 | -1.9 | 2 | 1 | -0.01 | 1472 | 1 | -4 |
| C/C(=N\Nc1ccc(F)cc1)c1ccncc1 | -56 | 0 | 84* | -4 | 0.2 | 2 | 1.6 | -0.53 | 1570 | 4 | 2 |
| CCOC(=O)c1cccc(COC(=O)c2cccc(-c3nnc(-c4ccccc4)o3)c2)c1 | -3 | -8 | -8 | -1 | -0.2 | 2 | 1 | -0.18 | 1515 | -2 | -4 |
| CC(/C=C/c1ccccc1)=N\NC(=O)CNC(=O)c1ccccc1Cl | 16 | 8 | -3 | 0 | 0.0 | -5 | 0.8 | · | 1591 | 1 | -3 |

Overlap with the part before: 2 compounds, then new ones.
| smiles | bIAP inh | S1P3 antag | Lmaj promast | TLR4 MyD88 comp | Redox H2O2 prof | PPARg SRC-2 ag | bIAP activator | ROMK mod | SRC2 TRFRET art | PPARg SRC3 recr | PPARg SRC-1 ag |
| --- | --- | --- | --- | --- | --- | --- | --- | --- | --- | --- | --- |
| CCOC(=O)c1cccc(COC(=O)c2cccc(-c3nnc(-c4ccccc4)o3)c2)c1 | -3 | -8 | -8 | -1 | -0.2 | 2 | 1 | -0.18 | 1515 | -2 | -4 |
| CC(/C=C/c1ccccc1)=N\NC(=O)CNC(=O)c1ccccc1Cl | 16 | 8 | -3 | 0 | 0.0 | -5 | 0.8 | · | 1591 | 1 | -3 |
| Oc1cccc(/C=N\Nc2nncc(-c3ccccc3)n2)c1 | -20 | -7 | 10 | 18 | -0.8 | 9 | 1.2 | 0.25 | 1466 | 11 | 14 |
| COC(=O)c1ccc(CSc2nnc(CNC(=O)c3cccs3)o2)o1 | 14 | · | -4 | -7 | -0.7 | -2 | 0.9 | 0.014 | 1671 | 6 | 2 |
| CC(=O)c1ccc(NC(=S)N2CCC(O)CC2)cc1 | 7 | -2 | -4 | -12 | 3.7 | -3 | 0.9 | · | 1365 | 2 | -6 |
| Cc1ccc(C(=O)NNC(=O)C2CCN(S(=O)(=O)c3ccc(Cl)cc3)CC2)cc1 | 14 | 0 | -7 | -3 | -0.4 | 8 | 0.9 | 0.56 | 1466 | -1 | 6 |
| CC(C)C[C@@H](CN(N=O)[C@@H](Cc1ccccc1)CN(C)N=O)N(CCc1ccccc1)N=O | 7 | -10 | -2 | -15 | 0.6 | -6 | 0.9 | · | 1461 | -3 | 6 |
| C=C(C)Cn1c(SCC#N)nc2ccccc2c1=O | 13 | -5 | 6 | -6 | 0.7 | 9 | 0.9 | 0.12 | 1640 | -1 | 2 |
| COCC(C)NC(=O)NC(=O)c1ccc(Cl)cc1 (stereo not given) | 0 | 3 | -4 | -6 | -3.6 | 1 | 1 | 0.3 | 1527 | 6 | 6 |
| CC1(C)CC(=O)C=C(Nc2ccccc2NC(=O)c2cnccn2)C1 | 6 | · | 1 | -1 | 0.0 | 1 | 0.9 | 1 | 1502 | 1 | -3 |
| CN1CCN(CCCNC(=O)Cn2nc(-c3ccccc3)ccc2=O)CC1 | 7 | 6 | -3 | 1 | 0.0 | -1 | 0.9 | 1.3 | 1498 | -2 | -1 |
| CN(C)S(=O)(=O)N1CCN(C(=O)N2CCCCC2)CC1 | 9 | 29 | 5 | -1 | 2.4 | -4 | 0.9 | · | 1526 | -13 | 0 |
| NC(=O)CSc1nnc(C2CC2)n1-c1ccccc1 | 11 | · | -4 | -15 | 2.1 | 12 | 0.9 | · | 1517 | 16 | 10 |
| O=C(O)CC(Cc1ccccc1)C(=O)NCC12CC3CC(CC(C3)C1)C2 (stereo not given) | -6 | -14 | 1 | -9 | 0.4 | -5 | 1.1 | -1.6 | 1388 | -6 | 8 |
| O=C(/C=C/c1ccc([N+](=O)[O-])cc1)NCCOc1ccc(F)cc1 | 6 | -2 | 26 | 2 | -0.2 | -5 | 0.9 | -0.28 | 1601 | 0 | 2 |
| O=C(Cc1ccccc1)N[C@H](c1ccccc1)P(=O)(O)CO | 10 | -37 | -6 | -15 | 0.9 | 10 | 0.9 | · | 1686 | -2 | -3 |
| Cc1ccc(CNc2nc(N)c([N+](=O)[O-])c(NCc3ccccc3)n2)cc1 | 5 | 4 | 70* | -8 | -0.5 | -9 | 1 | 0.21 | 1610 | -3 | 7 |
| Cc1cc(C(=O)N/N=C2\CCCC(=O)C2)c2ccccc2n1 | 14 | -11 | 4 | 2 | -1.1 | 1 | 0.9 | 0.64 | 1543 | 5 | -2 |
| CCOC(=O)C1Cc2c([nH]c3ccccc23)CN1 (stereo not given) | 8 | -8 | 4 | 2 | 0.2 | 1 | 0.9 | -1.3 | 1540 | 2 | -6 |
| O=S(=O)(c1ccc(S(=O)(=O)N(Cc2ccc(F)cc2)C2CCCC2)cc1)N1CCCC1 | 9 | 4 | 9 | 0 | 3.1 | 3 | 0.9 | -1.9 | 1545 | -1 | 1 |
| CC(=O)Nc1ccc(OCCOc2ccc(/C=C3/C(=N)N4C=CSC4=NC3=O)cc2)cc1 | -22 | -8 | -1 | 3 | 0.4 | 4 | 1.2 | 4.1* | 1596 | 5 | 6 |
| O=C(NN1CCOCC1)c1ccc(Br)s1 | -16 | -3 | -6 | 6 | -0.1 | 6 | 1.2 | 1.7 | 1573 | -4 | 0 |
| CCCN(CCC)S(=O)(=O)c1ccc2c(c1)CCCN2C(C)=O | -3 | 1 | -7 | 2 | -0.3 | 4 | 1 | 0.03 | 1515 | 4 | 1 |
| O=C(NC(=S)Nc1ncc(Br)cc1Br)c1cncc(Br)c1 | 4 | · | -10 | -1 | 0.5 | 1 | 1 | 1.1 | 1496 | -1 | 5 |
| Cc1nc2sc(C(c3ccc(Cl)cc3)N3CCOCC3)c(O)n2n1 (stereo not given) | -1 | -13 | -5 | -4 | 1.7 | -6 | 1 | 0.017 | 1432 | -4 | 2 |
| Cc1ccc(CCNC(=O)CNC(=S)N(Cc2ccccc2)Cc2cccnc2)cc1 | -5 | 4 | 7 | -1 | -0.6 | -2 | 1.1 | -0.56 | 1374 | -3 | -4 |
| Cc1ccc2c3c([nH]c2c1C)-c1nonc1CC3 | 10 | · | 0 | -14 | 0.9 | -3 | 0.9 | · | 1457 | -6 | -2 |
